High-throughput results from PubChem.
BaF3 parental – reduces parental Ba/F3 cell viability, JAK2V617F counter-screen; CellTiter-Glo ATP luminescence; inhibition, % at 5.6 µM; 220,000 tested, 1.1% active; AID 1486;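 active = inhibition above a per-campaign cutoff, the mean inhibition of all tested compounds plus 3 SD, cut at about 27% in these data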;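 also: 0% = DMSO wells and 100% = JAK Inhibitor I control wells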
Ba/F3 V617F tox – lowers viability of Ba/F3 cells expressing EpoR and JAK2V617F | inhibition, % at 5.6 µM | 220,000 tested, 1.1% active | ATP luminescence;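 active = inhibition above the campaign mean plus 3 SD over all tested compounds, cut at about 24% in these data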;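 also: cytokine-independent growth of Ba/F3 cells driven by EpoR plus mutant JAK2; 0% = DMSO-treated cells and 100% = JAK inhibitor I control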
NPY-Y2 PAM-ag – potentiators or agonists of human neuropeptide Y receptor Y2 | activation, % at 3.6 µM | P49146 | AID 1359 | cells expressing NPY-Y2, potentiator/agonist read-out | 220,000 tested, 0.45% active; in the data active = activation above about 27%;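 also: cells stimulated with NPY near EC25 plus isoproterenol at EC100; 0% = vehicle plus submaximal agonist and 100% = vehicle plus saturating agonist; some results beyond the cut were filed as inactive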
NPY-Y1 PAM-ag – potentiators or agonists of human neuropeptide Y receptor Y1. NPY-Y1 expressing cells, potentiator/agonist activation. activation, % at 3.6 µM. 220,000 tested, 0.37% active; in the data active = activation above about 33%, passing the limit was not always enough;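 also: cells stimulated with NPY at EC10 then isoproterenol at EC100; 0% = low agonist plus stimulus and 100% = saturating agonist plus stimulus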
RBBP9 inh – blocks human serine hydrolase RBBP9. 220,000 tested, 0.2% active. recombinant RBBP9, FP-Rh probe fluorescence polarization. O75884. inhibition, % at 7.94 µM;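 active = inhibition above the campaign mean of all tested compounds plus 3 SD, cut at about 14% in these data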;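 also: plate controls were DMSO wells with RBBP9 for no effect and wells lacking RBBP9 protein for full effect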
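Test system – recombinant human RBBP9 · Input – RBBP9 2.5 µM in dispensing solution, pre-mixing · Medium – Tris buffer pH 8.0, NaCl, Pluronic · Schedule – preincubation 30 min plus labeling 45 min at 25 °C · Measured by – fluorescence polarization · Measure – % inhibition · Controls – DMSO and no-protein wells · Replicates – one well per compound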
S1P4 ag – agonists of human S1P4 receptor; S1P4-expressing cell line, agonist reporter assay; activation, % at 4.98 µM; 220,000 tested, 0.35% active; in the data active = activation above about 11%;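 also: 0% = DMSO vehicle and 100% = reference agonist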
Target sequence (O95977 whole entry, looked up): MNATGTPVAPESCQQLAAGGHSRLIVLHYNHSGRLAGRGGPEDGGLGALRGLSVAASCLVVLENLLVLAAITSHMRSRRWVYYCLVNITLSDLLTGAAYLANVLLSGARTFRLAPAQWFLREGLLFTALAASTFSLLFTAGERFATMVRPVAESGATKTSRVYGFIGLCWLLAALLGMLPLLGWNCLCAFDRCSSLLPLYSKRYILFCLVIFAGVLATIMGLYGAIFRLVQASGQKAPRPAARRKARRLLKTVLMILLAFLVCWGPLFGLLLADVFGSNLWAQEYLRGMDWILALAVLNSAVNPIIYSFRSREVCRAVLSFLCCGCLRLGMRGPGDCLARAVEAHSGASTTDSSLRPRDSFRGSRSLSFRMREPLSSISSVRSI
NPY-Y1 antag – blocks the human neuropeptide Y Y1 receptor; P25929; HEK293-CNG Y1 cells, membrane potential fluorescence; NPY at EC95, then isoproterenol; inhibition, % at 3.6 µM; 200,000 tested, 1% active; AID 1040;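 active = inhibition above the campaign mean inhibition of all tested compounds plus 3 SD, cut at about 20% in these data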;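 also: 0% = DMSO wells given NPY plus isoproterenol and 100% = isoproterenol alone without NPY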
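Material: HEK293 cells co-expressing NPY Y1 receptor and cyclic-nucleotide gated channel. Timing: compound incubation 1 h at room temperature, readout 45 min post-stimulation. Signal: fluorescence, membrane potential probe.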
Runt-CBFb FRET – inhibitors of human RUNX1 Runt domain binding to CBFb. Cerulean-Runt/Venus-CBFb FRET ratio 530/480, 1 h. AID 1496. Q01196+Q13951. inhibition, % at 20 µM. 220,000 tested, 0.46% active;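 active = inhibition over about 50% at 20 µM in the single-dose screen, limit read from the data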;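 also: 0% = DMSO wells and 100% = excess unlabeled CBFb competitor control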
Target sequence (Q01196 whole entry, looked up, the tested form may be a part): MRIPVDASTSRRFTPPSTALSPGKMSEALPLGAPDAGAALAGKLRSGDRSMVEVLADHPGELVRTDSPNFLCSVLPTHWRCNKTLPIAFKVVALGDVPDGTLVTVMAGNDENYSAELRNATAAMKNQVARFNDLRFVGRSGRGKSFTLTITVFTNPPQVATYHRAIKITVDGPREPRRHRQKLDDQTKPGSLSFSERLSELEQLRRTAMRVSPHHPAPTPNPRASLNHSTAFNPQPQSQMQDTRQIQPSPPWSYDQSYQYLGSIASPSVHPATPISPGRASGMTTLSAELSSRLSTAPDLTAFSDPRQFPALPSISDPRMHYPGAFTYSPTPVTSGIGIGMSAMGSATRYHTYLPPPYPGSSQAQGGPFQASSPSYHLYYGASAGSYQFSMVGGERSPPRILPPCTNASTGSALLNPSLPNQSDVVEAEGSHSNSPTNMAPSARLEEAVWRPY
Target sequence (Q13951 whole entry, looked up, the tested form may be a part): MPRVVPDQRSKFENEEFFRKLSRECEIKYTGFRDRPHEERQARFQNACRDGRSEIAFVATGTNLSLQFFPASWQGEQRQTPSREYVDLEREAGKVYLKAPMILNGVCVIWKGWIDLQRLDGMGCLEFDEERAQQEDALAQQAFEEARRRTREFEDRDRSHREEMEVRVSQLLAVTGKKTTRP
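Buffer or medium: Tris pH 7.5 buffer with BSA. Assay system: Cerulean-labeled Runt domain protein. Amount: each fluorescent fusion protein 100 nM. Read-out basis: loss of energy transfer signal. Incubation: 1 h compound exposure, room temperature. Probe or stimulus: Venus-CBFb binding partner, 100 nM. Detection: FRET, excitation 422 nm, emission at 530 and 480 nm.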
S1P4 antag – antagonists of human S1P4 receptor. O95977. S1P4-expressing cells, antagonist mode, reporter read-out. inhibition, % at 4.98 µM. 220,000 tested, 0.26% active; in the data active = inhibition above about 29%;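 also: 0% = wells stimulated with agonist and 100% = vehicle wells without agonist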
The depositor's hits bear a star; x = not tested or not shown. Outcome played no part in choosing rows. Share with any hit: about 3.6%.

SMILES | BaF3 parental | Ba/F3 V617F tox | NPY-Y2 PAM-ag | NPY-Y1 PAM-ag | RBBP9 inh | S1P4 ag | NPY-Y1 antag | Runt-CBFb FRET | S1P4 antag
CC(C)NC(=O)c1ccc2c(c1)N(CC(=O)N1CCOCC1)C(=O)C(C)(C)O2 | 3 | -2 | 1 | -21 | -7 | -0.1 | 2 | 6 | -5
COc1ccccc1-c1nc(SCC(=O)NCC2CCCO2)c2c(=O)n(C)c(=O)n(C)c2n1 (configuration not stated) | -1 | -5 | 13 | 10 | -5 | -1.0 | 1 | 1 | 11
CCOC(=O)C1(CCOC)CCN(Cc2ccc(COC)o2)CC1 | 2 | 1 | -2 | -4 | -3 | -0.8 | -2 | 0 | 6
Clc1ccccc1CN1CCN(/N=C/c2ccncc2)CC1 | 7 | 4 | -8 | 1 | -13 | -0.8 | 0 | 10 | 3
O=C1OC(OC(=O)c2ccccc2Br)C(N2CCOCC2)=C1Cl (configuration not stated) | 2 | -3 | -10 | -8 | -3 | -1.1 | -3 | 0 | -16
O=C(CCN1CCN(c2ccccn2)CC1)Nc1ccc(F)cc1 | 3 | -4 | 7 | -4 | -7 | 0.4 | -3 | 0 | -13
Cc1cc(C(=O)NCCC(c2ccccc2)c2ccccc2)c(C)o1 | 4 | -2 | -6 | -5 | 2 | -4.2 | 4 | 2 | 2
CC(C)(C)NC(=O)CSc1nnc(NC(=O)CCn2cnc3ccccc3c2=O)s1 | -3 | -2 | 15 | 10 | 2 | -0.3 | 3 | 1 | -11
O=C(Cn1nnc(-c2ccccc2)n1)Nc1ccccc1N1CCOCC1 | -1 | -2 | -1 | -12 | -4 | -4.0 | -4 | 0 | 8
CC1=C(C#N)C(NC(=O)C2CCCCC2)(C(F)(F)F)C(=O)N1 (configuration not stated) | 12 | -1 | 5 | 1 | 5 | -0.1 | -4 | 0 | 6
Cc1cc(C)c(C#N)c(SCCS(=O)(=O)c2ccc(C(C)(C)C)cc2)n1 | 4 | -2 | -1 | -20 | -1 | 2.3 | 0 | -3 | -6
CN(C)c1cc(C(F)(F)F)nc(-c2ccccn2)n1 | 0 | -5 | 10 | 10 | -7 | -1.4 | 2 | 0 | -20
CCOC(=O)CNC(=O)CN1C(=O)CCSc2ccccc21 | 6 | -1 | 1 | 19 | -6 | -0.6 | 4 | 2 | 4
Cc1cccc(Nc2n[nH]c(C)c2[N+](=O)[O-])c1 | 12 | 0 | 8 | -1 | 1 | 0.0 | -6 | -4 | -10
COc1ccccc1C(=O)NCC(=O)N/N=C/c1ccc([N+](=O)[O-])cc1 | 48* | -1 | 5 | -12 | 1 | 0.9 | 0 | 2 | -26
COc1ccccc1NC(=O)CCC(=O)c1ccc(-c2ccccc2)cc1 | 6 | -4 | -26 | -16 | 0 | 0.8 | 3 | -1 | -3
CC1CC=C(c2ccccc2)C(=S)N1 (configuration not stated) | 1 | -2 | -14 | 22 | -5 | 0.8 | x | 2 | -13
O=C(c1cc(Cl)cc(Cl)c1)N1CCN(c2cc(C(F)(F)F)nc3ccccc23)CC1 | -6 | 2 | -12 | -13 | 4 | 2.0 | x | -2 | -2
Cc1c(/C=N/NC(=O)c2ccc(Br)o2)cnn1C | -1 | -1 | 3 | -10 | -12 | -0.7 | x | -2 | 9
O=C1C(C2=NC(c3ccccn3)C3C(=O)N(c4ccccc4)C(=O)C23)=C(O)c2ccccc21 (configuration not stated) | 0 | 0 | 14 | 16 | 60* | -1.9 | x | -4 | -17

Eleven compounds already listed, ordered by formula weight, smallest number first:
SMILES | BaF3 parental | Ba/F3 V617F tox | NPY-Y2 PAM-ag | NPY-Y1 PAM-ag | RBBP9 inh | S1P4 ag | NPY-Y1 antag | Runt-CBFb FRET | S1P4 antag
CC1CC=C(c2ccccc2)C(=S)N1 (configuration not stated) | 1 | -2 | -14 | 22 | -5 | 0.8 | x | 2 | -13
Cc1cccc(Nc2n[nH]c(C)c2[N+](=O)[O-])c1 | 12 | 0 | 8 | -1 | 1 | 0.0 | -6 | -4 | -10
Clc1ccccc1CN1CCN(/N=C/c2ccncc2)CC1 | 7 | 4 | -8 | 1 | -13 | -0.8 | 0 | 10 | 3
O=C(CCN1CCN(c2ccccn2)CC1)Nc1ccc(F)cc1 | 3 | -4 | 7 | -4 | -7 | 0.4 | -3 | 0 | -13
COc1ccccc1NC(=O)CCC(=O)c1ccc(-c2ccccc2)cc1 | 6 | -4 | -26 | -16 | 0 | 0.8 | 3 | -1 | -3
O=C(Cn1nnc(-c2ccccc2)n1)Nc1ccccc1N1CCOCC1 | -1 | -2 | -1 | -12 | -4 | -4.0 | -4 | 0 | 8
CC(C)NC(=O)c1ccc2c(c1)N(CC(=O)N1CCOCC1)C(=O)C(C)(C)O2 | 3 | -2 | 1 | -21 | -7 | -0.1 | 2 | 6 | -5
O=C1OC(OC(=O)c2ccccc2Br)C(N2CCOCC2)=C1Cl (configuration not stated) | 2 | -3 | -10 | -8 | -3 | -1.1 | -3 | 0 | -16
O=C1C(C2=NC(c3ccccn3)C3C(=O)N(c4ccccc4)C(=O)C23)=C(O)c2ccccc21 (configuration not stated) | 0 | 0 | 14 | 16 | 60* | -1.9 | x | -4 | -17
CC(C)(C)NC(=O)CSc1nnc(NC(=O)CCn2cnc3ccccc3c2=O)s1 | -3 | -2 | 15 | 10 | 2 | -0.3 | 3 | 1 | -11
COc1ccccc1-c1nc(SCC(=O)NCC2CCCO2)c2c(=O)n(C)c(=O)n(C)c2n1 (configuration not stated) | -1 | -5 | 13 | 10 | -5 | -1.0 | 1 | 1 | 11

Following part.
SMILES | BaF3 parental | Ba/F3 V617F tox | NPY-Y2 PAM-ag | NPY-Y1 PAM-ag | RBBP9 inh | S1P4 ag | NPY-Y1 antag | Runt-CBFb FRET | S1P4 antag
COC(=O)C1(c2ccccc2)NC(c2ccc(O)cc2)C2C(=O)N(c3ccc4c(c3)OCO4)C(=O)C21 (configuration not stated) | -5 | -3 | -19 | -4 | 8 | -1.0 | x | 3 | -1
N#CC1=C(N)OC2=C(C(=O)CCC2)C1C1CC=CCC1 (configuration not stated) | 1 | 1 | -5 | -2 | -8 | -0.8 | 0 | 0 | 3
COc1cccc(/C(C)=N/NS(=O)(=O)c2ccc(Cl)cc2)c1 | -1 | 0 | -4 | -6 | -7 | 0.8 | 9 | 2 | -5
O=C(CN1CCCCC1)Nc1nnc(-c2ccc([N+](=O)[O-])cc2)s1 | 2 | 2 | 6 | 24 | -9 | -1.3 | 2 | -4 | 4
O=c1ccc2cc3c4c(c2o1)CCCN4CCC3 | 2 | 3 | 0 | -3 | 1 | 2.4 | 5 | 5 | -6
O=C(Cc1ccccc1)Nc1ccc2oc(-c3ccncc3)nc2c1 | 3 | 1 | 6 | 14 | -2 | -1.0 | 5 | 1 | -13
CCOC(=O)C1=C(N)N(c2ccccc2)C2=C(C(=O)CCC2)C1c1cccnc1 (configuration not stated) | -1 | -1 | 3 | -1 | -6 | 0.3 | 1 | 1 | -2
COc1ccc(CCn2nnnc2C(c2ccccc2)N2CCN(C)CC2)cc1OC (configuration not stated) | 6 | 3 | 10 | -2 | -4 | 3.2 | 3 | 0 | -15
COc1ccc(S(=O)(=O)NC(C)CCc2ccccc2)cc1 (configuration not stated) | 2 | -1 | -18 | -18 | -2 | 1.4 | 1 | -2 | -2
CC(=O)Nc1ccc(-c2csc(N/N=C\c3ccncc3)n2)cc1 | 0 | -2 | -6 | -9 | 6 | 1.2 | x | 19 | -24
CCOC(=O)c1sc(/N=C/N(C)C)c(C(=O)OCC)c1C | 7 | 2 | -5 | -4 | -8 | -0.1 | 0 | -1 | -8
Cc1cc(CO)nn1-c1ccc([N+](=O)[O-])cc1 | 1 | 0 | 12 | 6 | -2 | -0.2 | x | 0 | 6
COc1cc(NC(=O)COC(=O)[C@@H]2CCCN2S(=O)(=O)c2ccc(Cl)cc2)cc(OC)c1OC | 7 | -1 | 10 | 8 | -4 | 0.2 | 5 | -2 | -4
CN1CCN(C(=O)/C(=C/c2ccccc2)c2ccccc2)CC1 | 4 | -1 | 0 | 11 | -4 | 0.3 | 1 | 0 | 13
CCN(CC)c1ncnc2c1sc1nc(N3CCOCC3)c3c(c12)CCC3 | 1 | -4 | 6 | -23 | -6 | -1.3 | -4 | -6 | 1
CN(CCC#N)C(=O)CSc1ncnc2sc(-c3ccccc3)cc12 | 1 | -2 | 2 | 5 | -6 | -0.1 | 10 | -2 | -3
O=C(Nc1ccc(O)cc1)c1cccc(Oc2ccc([N+](=O)[O-])cc2)c1 | 5 | -1 | -1 | 4 | -6 | -0.8 | -2 | x | 10
Cc1cc(N2CCCCCC2)nc(-c2ccccc2O)n1 | 5 | -2 | -7 | -11 | -12 | -0.7 | 4 | 2 | -10
CCC(=O)Nc1ccc2c(c1)ncn2-c1ccccc1OC | 5 | -1 | 17 | 11 | -3 | 0.6 | 5 | 0 | -3
CCOC(=O)C(CSCC(=O)c1ccc(Cl)cc1Cl)NC(=O)OC(C)(C)C (configuration not stated) | 3 | 1 | -1 | 0 | 3 | -1.6 | 8 | -3 | 6
O=C(CCCn1c(=O)c2sccc2n(CC(=O)NCC2CCCO2)c1=O)NCc1ccco1 (configuration not stated) | 5 | 0 | 6 | 2 | 5 | 2.5 | 0 | 2 | -7
O=[N+]([O-])c1ccc(Oc2cnc3ccccc3n2)cc1 | 4 | 0 | -9 | 4 | -2 | 0.6 | 1 | 0 | 2
COc1cc(NC(=S)NCc2ccco2)c(OC)cc1Cl | 1 | -1 | -1 | 1 | 6 | -0.6 | -1 | 3 | -9
CC(=O)NNc1nc(-c2ccc(NC(C)=O)cc2)cs1 | 6 | -4 | -5 | 3 | 1 | -0.2 | 3 | 13 | 5
O=C(NCc1cccc(C(F)(F)F)c1)c1cc(Cl)ccc1Cl | 4 | -2 | 4 | -28 | -1 | -1.1 | 14 | -4 | -14
CCc1ccccc1N=C1SCC(=O)N1C | 8 | 2 | 14 | -4 | 1 | 1.7 | 0 | -1 | 2
CSc1ncccc1C(=O)NCC1CCCCC1 | 9 | -1 | 9 | 14 | -7 | 2.1 | 2 | -1 | -12
COc1ccc(C2(C(=O)Nc3ccc(C)c(C)c3)CCOCC2)cc1 | 5 | 3 | -9 | 5 | -6 | -1.8 | 5 | 0 | -11
Cc1ccc(N2C(=O)C(CN3CCCC3)C2c2ccccc2)cc1 (configuration not stated) | 10 | 1 | -6 | -9 | 2 | -1.0 | 2 | -2 | 4
COCCCN(C(=O)c1ccco1)c1nc(-c2cc(OC)ccc2OC)cs1 | 3 | 1 | -9 | -18 | -4 | 0.9 | 5 | -5 | -10
CC(=O)c1cc(C)ccc1OC(=O)CCN1C(=O)C2C3c4ccccc4C(c4ccccc43)C2C1=O (configuration not stated) | -3 | -3 | 0 | 6 | 3 | 1.1 | 5 | -2 | -35
